TAG inh: triacylglycerol accumulation inhibition; H9c2 cells, Nile Red lipid (TAG) fluorescence; cells loaded with 200 µM oleic acid; inhibition, % at 12.5 µM; 230,000 tested, 0.66% active;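 active = pattern-corrected inhibition of lipid staining of at least 50% with the nuclear-stain viability signal not falling by more than 50%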;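 note: 0% = DMSO wells and 100% = triacsin C control wells; some results filed as inactive read as strong as hits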
TAG inh DAPI viability: second read-out of TAG inh, no call of its own (marks repeat the call); DAPI nuclei signal change (viability), lower = more cytotoxic, %;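 whole-well DAPI fluorescence read on a plate reader as a viability signal; minus 50 percent equals half of cells still viable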
* marks the source's active call; other numbers are inactive results.

SMILES	TAG inh	TAG inh DAPI viability
O=C(O)CCC(=O)Nc1ccc(S(=O)(=O)N2CCCC2)cc1	-27	-6
CCOc1ccc(CNCc2ccc(C(=O)O)cc2)cc1OC	-3	-3
CN(C(=O)COC(=O)c1ccccc1NC(=O)c1ccco1)C1CCS(=O)(=O)C1 (stereo not given)	-2	-2
CC(C)NC(=O)C1(C)CCN1C(=O)C(c1ccccc1)c1ccccc1 (stereo not given)	-12	-5
O=C(Nc1ccccc1)O[C@@H]1C[C@H]2CCCC(=O)N3CC[C@@H](C1)[C@@H]23	10	-1
Clc1ccc(OCCN2CCOCC2)cc1Cl	8	-8
CSc1nc2ccc3nc(NC(=O)c4ccccc4)sc3c2s1	27	28
Cc1cccc(C(=O)Nc2ccc(C(=O)/C=C/c3ccncc3)cc2)c1	-6	-1
Cc1cc([N+](=O)[O-])ccc1NC(=O)C1CCCO1 (stereo not given)	-9	7
COc1ccc(OCCCC(=O)Nc2ccc(OC)c(S(=O)(=O)N3CCOCC3)c2)cc1	-4	-9
O=C(NCc1ccccc1)c1ccc(Br)o1	6	-2
COc1ccc(/C=N/NC(=S)Nc2ccccc2)cc1COc1ccc(Br)cc1	6	-2
COc1cc(COc2ccc3c(C)c(Cc4ccccc4)c(=O)oc3c2C)cc(OC)c1OC	-12	0
Cc1ccc2cc3cc(C(=O)N4CCCCCC4)oc3nc2c1	-1	1
CCCCNC(=O)O[C@@H]1C[C@H]2CCC(=O)N3CC[C@@H](C1)[C@@H]23	5	0
CCOc1ccccc1NC(=O)Cn1c(=O)sc2ccccc21	-7	-9
CCCOc1ccc(C(=O)OCC(=O)c2c(N)n(C)c(=O)n(C)c2=O)cc1OCC	24	-3
COc1ccc(Cl)cc1NC(=O)CSc1nnc(Cc2ccc(C)cc2)c(=O)[nH]1	3	-6
Cc1nc2cc(NC(=O)N3CCCCC3)ccc2n1C	12	0
CCCc1cc(=O)[nH]c(SCC(=O)Nc2oc(C)c3c(C)n[nH]c(=O)c23)n1	5	6
CN(C)C(=O)CCc1ccc2c3c([nH]c2c1)[C@]1(CCC2CCCC2)[C@@H](C(=O)N2CCOCC2)C[C@H](CC(=O)NCCN2CCOCC2)C(=O)N1CC3	3	-11
Cc1sc2nc3n(c(=O)c2c1C)NC(=O)CC3	-24	11
CCOc1cccc2sc(N(CCN(CC)CC)C(=O)c3cccc([N+](=O)[O-])c3)nc12	4	0
CN(C)c1nc2ccccc2n(C)c1=O	-8	-10
COCCN(C(=O)COC(=O)CCc1ccc(OC)cc1)c1c(N)n(Cc2ccccc2)c(=O)[nH]c1=O	6	-6
Cc1ccccc1COc1ccc(-c2nnn(CC(=O)O)n2)cc1	2	1
O=C(Cn1[nH]c(=O)c2ccccc2c1=O)Nc1cccnc1	0	1
O=C(NCc1ccccc1)c1cnc(Cc2c[nH]c3ccccc23)c(I)c1	48	-18
CN(C)c1ccc(C2N(c3ccc(F)cc3)C(=O)C3CCCN32)cc1 (stereo not given)	-9	-5
O=C(NCc1ccccc1CN1CCCC1)c1ccc(Cl)c(S(=O)(=O)N2CCCC2)c1	-5	-8
Cc1ccc(C(C(=O)NC2CCCCC2)N2CCN(C(=O)c3ccco3)CC2)cc1 (stereo not given)	2	-3
OCCNc1nc2ccccc2n1CC(O)c1ccccc1 (stereo not given)	4	-4
O=S(=O)(Nc1nc(SCc2ccc(Cl)cc2)n[nH]1)c1ccc(F)cc1	10	2
O=C1Nc2ccc(Br)cc2C12OCCO2	1	-10
CC(C)CCN1CCN(C/C=C/c2ccco2)CC1CCO (stereo not given)	4	-6
COc1ccc(CCCNC(=O)C2CCC(=O)N(CC3CCCCC3)C2)cc1 (stereo not given)	3	-4
COc1ccc(CN2CCC[C@]3(N[C@H](c4ccc(C(F)(F)F)cc4)[C@@H]4C(=O)N(Cc5ccccc5)C(=O)[C@@H]43)C2=O)cc1	6	4
Cc1cccc(C)c1NC(=O)CN(C)C(=O)CCC(=O)c1ccccc1	-6	3
CC(C)CCN1CCN(Cc2ccon2)CC1CCO (stereo not given)	0	6
CN(C)CCCNC(=O)c1ccc(CN(c2ccccc2)S(C)(=O)=O)cc1	3	7
Cc1cnc(NC(=O)CSc2nc3ccccc3s2)s1	-2	16
COc1cccc(NC(=O)CN(C)C(=O)c2ccccc2CCc2ccccc2)c1	1	-3
Cc1ccc(S(=O)(=O)N2CCCCC2)cc1C(=O)N(C)CC(=O)Nc1cccc(F)c1	-1	2
CC(=O)N1CCc2cc(S(=O)(=O)NC(C(=O)NC3CCCc4ccccc43)C(C)C)ccc21 (stereo not given)	5	-6
CCOC(=O)C1=CN(Cc2ccco2)S(=O)(=O)N(C)C1c1cccc(OC)c1 (stereo not given)	-2	-9
CCOc1ccc(N(CC(=O)NCCSCc2ccc(Cl)cc2)S(C)(=O)=O)cc1	7	-5
CC1C(=O)N(Cc2cn(CC3CCCCC3)nn2)CCS(=O)(=O)N1Cc1ccc(-c2ccc(F)nc2)cc1 (stereo not given)	-7	7
CCCN(CCC)C(=O)Nc1ccc(F)cc1F	-19	8
O=S(=O)(c1ccccc1)c1nc(-c2ccccc2F)oc1NCc1cccnc1	-4	-7
O=C(Cn1cnc2ccccc21)OCC(=O)N1CCc2ccccc2C1	-15	-3

The list continues:
SMILES	TAG inh	TAG inh DAPI viability
CCOC(=O)C1=C(C)Nc2ccccc2N=C1NC(=O)c1ccc(Cl)c(S(=O)(=O)N2CCCC2)c1	-6	-6
COc1cccc(C(=O)NCCS(=O)(=O)NCc2ccc(Cl)cc2)c1	-8	-1
O=C(COC(=O)CNC(=O)c1ccc(Cl)c([N+](=O)[O-])c1)NC(=O)c1ccccc1	-5	1
CC(=O)N1N=C(c2ccncc2)OC12CCCCC2	-23	5
Cc1cc(C)n2nc(C(F)(F)F)c(-c3ccccc3)c2n1	-9	9
CC1CCC(NC(=O)c2cc(S(=O)(=O)N(C)C)ccc2N2CCCC2)CC1 (stereo not given)	23	-6
Cc1cccc(OC(=O)Nc2ccc(C(=O)O)c(O)c2)c1	-3	-9
Cc1ccc(NC(=S)NNC(=O)CSc2nnc(-c3ccc(Cl)cc3)n2C2CCCCC2)cc1	-6	10
CC(c1ccco1)N(C(=O)c1ccc(C#N)cc1)c1ccccn1 (stereo not given)	-5	3
CC[C@]12c3[nH]c4ccccc4c3CCN1C(=O)C(CC(=O)NC(C)(C)C)C[C@@H]2C(=O)N1CCN(C(=O)C2CC2)CC1 (stereo not given in full)	-3	3
COc1ccc(C(CNC(=O)Cn2[nH]c(=O)c3ccccc3c2=O)N2CCCC2)cc1 (stereo not given)	-9	-2
Cc1cc(C(=O)OCC(=O)NCc2ccc3c(c2)OCO3)c2ccccc2n1	16	-8
COc1ccc(NC2=Nc3cccc4cccc2c34)cc1OC	-17	-2
COc1ccc(/C=N/NC(=O)CCn2cnc3ccccc32)cc1	8	-4
Cc1cccc(N2C(=O)CC(Sc3nc(-c4ccccc4)c4cc(Cl)ccc4n3)C2=O)c1 (stereo not given)	3	21
N#CCCN(C(=S)NC(=O)c1cccs1)c1ccccc1F	-1	-4
O=C(Nc1cccc(NC(=O)c2cccs2)c1)c1ccc(Br)cc1	-8	5
Cc1cccc(NC(=O)CSCC(=O)N(C)CCOc2ccc(Cl)cc2)c1	-8	-6
CC(=O)C1CCC2C3CC(O)C4=CC(=O)CCC4(C)C3C(=O)CC12C (stereo not given)	-2	18
COc1cccc(NC(=O)CN2C(=O)NC3(CCCCCC3)C2=O)c1	3	-4
CC(C)N1CCc2c(sc(NC(=O)c3ccc(S(=O)(=O)N4CCc5ccccc54)cc3)c2C(N)=O)C1	15	11
CCc1nc2ccc(C(=O)NCc3cccs3)cn2c1N(C)Cc1nccs1	16	0
CC(C)(C)c1ccc(S(=O)(=O)N2CCCC2C(=O)NC2=NCCS2)cc1 (stereo not given)	11	-4
Cc1nn(-c2ccccc2)c2nc(Cl)c(C(=O)O)cc12	12	-2
COc1cccc(C2Nc3ccccc3C(=O)N2Cc2ccccc2)c1 (stereo not given)	3	8
COCCNC(=O)C1(C)CCCN(C(=O)c2ccc(OC)c(OC)c2)C1 (stereo not given)	9	0
O=C(COc1c(F)c(F)c(C(F)(F)F)c(F)c1F)Nc1ccc(N2CCOCC2)c(Cl)c1	-14	5
O=C(CSc1nnc(C2CC2)n1Cc1ccccc1)c1cc2ccccc2o1	-9	2
O=C(Nc1ccc(Br)c2cccnc12)c1ccc(Cn2cc(Cl)cn2)o1	0	-3
O=C(CN1CCN(S(=O)(=O)c2ccc(F)cc2)CC1)N1CCOCC1	4	4
CC[C@]12c3[nH]c4ccc(OC)cc4c3CCN1C(=O)C(CC(=O)NCCCn1ccnc1)C[C@@H]2C(=O)N1CCN(C(=O)C2CC2)CC1 (stereo not given in full)	2	-5
Cc1[nH]c2ccccc2c1C(=O)COC(=O)c1c(-c2ccccc2)noc1C	-14	18
CCOc1cccc(CN2CCCC(N3CCc4cc(OC)c(OC)cc4C3)C2)c1O (stereo not given)	-9	14
Oc1[nH]c2ccccc2c1N=Nc1ccc(C(F)(F)F)cn1	2	-6
Cc1ccc(C(NC(=O)CN2C(=O)NC3(CCCC3)C2=O)c2ccccc2)cc1 (stereo not given)	-12	4
COc1ccc(-c2cnc(C(N)=O)c(=O)[nH]2)cc1	-3	9
CN(Cc1cccs1)C(=O)c1ccc(Cl)c(S(=O)(=O)N2CCCCCC2)c1	-6	8
O=P(O)(CP(=O)(c1ccccc1)c1ccccc1)c1ccccc1	-9	-9
CCc1n(CC(O)COCC2CC=CCC2)c2ccccc2[n+]1C (stereo not given)	-4	8
COc1ccc(N/C(=N/c2nc(C)cc(C)n2)NC(=O)c2ccccc2)cc1	18	2
Cc1cc(=O)oc2cc(O)cc(OCc3ccccc3)c12	-4	6
CCOCCCNC1=C(Cl)C(=O)c2ccccc2C1=O	11	-6
CNS(=O)(=O)c1cccc(C(=O)OCC(=O)N2c3ccccc3NC(=O)C2(C)C)c1	6	-5
COc1ccc(NC2CCCN(C(=O)c3ccc(C(C)=O)cc3)C2)cc1 (stereo not given)	-14	-3
CCOC(=O)Cn1nnnc1C	16	0
COc1ccc(CCNC(=O)COC(=O)c2ccc(F)c(S(=O)(=O)N3CCOCC3)c2)cc1	-12	7
O=C(CSc1ccccc1)NCC1(N2CCOCC2)CCCCC1	22	0
O=C(CSc1ncn[nH]1)N1CCCCC1	-5	6
CCCCOC(=O)c1cc(-c2ccc(/C=N/n3cnnc3)o2)ccc1Cl	19	13
COCCN1CCN(C(=O)c2cc(COc3ccc(F)c(F)c3)on2)CC1	-8	1

No new results follow: 14 of the compounds above.
SMILES	TAG inh	TAG inh DAPI viability
CN(Cc1cccs1)C(=O)c1ccc(Cl)c(S(=O)(=O)N2CCCCCC2)c1	-6	8
O=P(O)(CP(=O)(c1ccccc1)c1ccccc1)c1ccccc1	-9	-9
CCc1n(CC(O)COCC2CC=CCC2)c2ccccc2[n+]1C (stereo not given)	-4	8
COc1ccc(N/C(=N/c2nc(C)cc(C)n2)NC(=O)c2ccccc2)cc1	18	2
Cc1cc(=O)oc2cc(O)cc(OCc3ccccc3)c12	-4	6
CCOCCCNC1=C(Cl)C(=O)c2ccccc2C1=O	11	-6
CNS(=O)(=O)c1cccc(C(=O)OCC(=O)N2c3ccccc3NC(=O)C2(C)C)c1	6	-5
COc1ccc(NC2CCCN(C(=O)c3ccc(C(C)=O)cc3)C2)cc1 (stereo not given)	-14	-3
CCOC(=O)Cn1nnnc1C	16	0
COc1ccc(CCNC(=O)COC(=O)c2ccc(F)c(S(=O)(=O)N3CCOCC3)c2)cc1	-12	7
O=C(CSc1ccccc1)NCC1(N2CCOCC2)CCCCC1	22	0
O=C(CSc1ncn[nH]1)N1CCCCC1	-5	6
CCCCOC(=O)c1cc(-c2ccc(/C=N/n3cnnc3)o2)ccc1Cl	19	13
COCCN1CCN(C(=O)c2cc(COc3ccc(F)c(F)c3)on2)CC1	-8	1

Returning to the listing, starting 2 compounds before the break.
SMILES	TAG inh	TAG inh DAPI viability
CCCCOC(=O)c1cc(-c2ccc(/C=N/n3cnnc3)o2)ccc1Cl	19	13
COCCN1CCN(C(=O)c2cc(COc3ccc(F)c(F)c3)on2)CC1	-8	1
O=C(N/N=C/c1ccccn1)c1cccc(S(=O)(=O)Nc2ccccc2Cl)c1	5	-1
CCOC(=O)/C(C#N)=C/c1ccc(OCC(=O)Nc2cc(C)ccc2C)c(OC)c1	-5	9
CC(c1ccccc1)C1CC(=O)N(c2ccccc2)C1=O (stereo not given)	-9	7
COc1nc2c(c(-c3cc(Br)cs3)c1C#N)Cc1ccccc1-2	8	23
CC(C)NC(=O)c1cc(C2CCCCN2C(=O)c2ccc(C(C)C)cc2)on1 (stereo not given)	5	-5
CC(=O)Nc1c(C#N)c(-c2ccccc2)c(C#N)c(=O)n1-c1ccc(C)cc1	-1	-5
COCc1[nH]nc2c1C(c1ccccc1Cl)C(C#N)=C(N)O2 (stereo not given)	-7	-5
Cc1ccc2c(c1)Oc1ccc([N+](=O)[O-])cc1C(=O)N2	-4	-3
CCCCOC(=O)CSC1=C(C#N)C(c2ccc3c(c2)OCO3)CC(=O)N1 (stereo not given)	2	2
O=C(Nc1ccccc1Cl)N1C2CCC1CC(O)(c1cccnc1)C2 (stereo not given)	0	-4
CCOc1ccc(S(=O)(=O)N(C)c2ccc(OCC(=O)OCc3c(C)noc3C)cc2)cc1	-6	5
COc1ccccc1OCCNC(=O)c1cc(SC)ccc1Cl	-9	-2
Clc1ccc2c(c1)CNc1c(ncnc1N1CCOCC1)O2	-1	5
CC(=O)Nc1ccc(NC(=O)C/C(C)=N/NC(N)=S)cc1	-7	10
Cc1ccc(CCNC(=O)c2cc(C)nn2-c2ccccc2)cc1	-18	5
CCC(=O)Oc1oc(-c2ccccc2)nc1C=Nc1ccccc1OC	-9	2
COc1ccc(OC)c2c(N)c(C#N)c(C(F)(F)C(F)(F)F)nc12	7	45
O=S(=O)(CCSc1nc2ccccc2s1)c1nc2ccccc2s1	-52	-37

Screening results (PubChem BioAssay)

The list is partial (hit frequency here may not be typical).
